# Assay outcomes (PubChem BioAssay)
# CHRM4 agonist: agonists of human muscarinic M4 receptor (CHRM4); P08173; CHO-K1 hM4/Gqi5, Fluo-8 calcium fluorescence; vehicle 0%, full acetylcholine response 100%; activation, % at 3 µM; hit rate 0.14% among 360,000; AID 624127;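 active means activation above the run mean over all test wells plus 3 SD, cut at about 32% in these data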;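 further: peak over basal fluorescence ratio per well then scaled between controls; 0% = DMSO wells and 100% = acetylcholine at EC100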
# Target sequence (P08173 whole entry, looked up): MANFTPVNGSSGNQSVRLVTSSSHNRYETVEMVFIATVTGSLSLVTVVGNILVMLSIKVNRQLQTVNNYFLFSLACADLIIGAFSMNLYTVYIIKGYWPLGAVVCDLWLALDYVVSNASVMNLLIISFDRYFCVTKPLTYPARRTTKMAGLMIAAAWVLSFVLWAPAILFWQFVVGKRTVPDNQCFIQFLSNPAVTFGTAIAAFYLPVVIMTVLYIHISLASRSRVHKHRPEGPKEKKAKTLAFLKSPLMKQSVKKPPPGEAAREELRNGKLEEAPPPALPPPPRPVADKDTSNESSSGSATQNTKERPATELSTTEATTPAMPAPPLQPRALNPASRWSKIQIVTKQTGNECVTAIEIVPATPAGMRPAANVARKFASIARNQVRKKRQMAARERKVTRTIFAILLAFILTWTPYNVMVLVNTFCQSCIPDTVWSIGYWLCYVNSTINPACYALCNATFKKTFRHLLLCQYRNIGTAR
# M1 PAM: human CHRM1 positive allosteric modulation | P11229 | CHO-K1 hM1, Fluo-8 calcium fluorescence, ACh EC20; 0% = ACh EC20, 100% = maximal ACh | activation, % at 3 µM | hit rate 0.088% among 360,000; in the data active means activation above about 19%, passing the limit was not always enough
# CRFBP-R2 agonist: agonists of human CRF-binding protein/CRF-R2 receptor complex | HEK293 CRF-R2/CRF-BP, calcium dye fluorescence (FLIPR); percent of saturating CRF peptide response | activation, % at 13.2 µM | AID 588473 | hit rate 0.46% among 350,000;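 active means activation of at least 50%, plus an integration ratio under a set limit after plate pattern correction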;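 further: plate controls were neutral control wells without compound for no effect and CRF at EC100 for full effect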
# M4 antag: antagonists of human muscarinic M4 receptor (CHRM4); CHO-hM4 cells, ACh EC80, Fluo-8 calcium fluorescence; AID 624125; hit rate 0.73% among 360,000; P08173; inhibition, % at 3 µM;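 active means inhibition above its plate's cutoff, the mean inhibition of sample wells plus 3 SD, cut at about 27% in these data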;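 further: 0% = acetylcholine EC80 with DMSO and 100% = DMSO without agonist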
# CHRM4 PAM: potentiates acetylcholine response at human M4 receptor; P08173; CHO-K1 hM4/Gqi5, Fluo-8 calcium fluorescence, ACh EC20; 0% = ACh EC20, 100% = maximal ACh; hit rate 0.4% among 360,000; activation, % at 3 µM; AID 624126;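 active means activation above its plate's cutoff, the mean activation of sample wells plus 3 SD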; further: some results filed as inactive read as strong as hits
# M5 ag: agonists of human muscarinic M5 receptor (CHRM5); P08912; CHO-K1 hM5 cells, Fluo-8 calcium fluorescence; 0% DMSO wells, 100% maximal acetylcholine response; activation, % at 3 µM; hit rate 0.19% among 360,000; AID 624037;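 active means activation above the run's mean over test compounds plus 3 SD, cut at about 23% in these data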;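 further: signal is peak over basal fluorescence ratio across the kinetic read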
# Target sequence (P08912 whole entry, looked up): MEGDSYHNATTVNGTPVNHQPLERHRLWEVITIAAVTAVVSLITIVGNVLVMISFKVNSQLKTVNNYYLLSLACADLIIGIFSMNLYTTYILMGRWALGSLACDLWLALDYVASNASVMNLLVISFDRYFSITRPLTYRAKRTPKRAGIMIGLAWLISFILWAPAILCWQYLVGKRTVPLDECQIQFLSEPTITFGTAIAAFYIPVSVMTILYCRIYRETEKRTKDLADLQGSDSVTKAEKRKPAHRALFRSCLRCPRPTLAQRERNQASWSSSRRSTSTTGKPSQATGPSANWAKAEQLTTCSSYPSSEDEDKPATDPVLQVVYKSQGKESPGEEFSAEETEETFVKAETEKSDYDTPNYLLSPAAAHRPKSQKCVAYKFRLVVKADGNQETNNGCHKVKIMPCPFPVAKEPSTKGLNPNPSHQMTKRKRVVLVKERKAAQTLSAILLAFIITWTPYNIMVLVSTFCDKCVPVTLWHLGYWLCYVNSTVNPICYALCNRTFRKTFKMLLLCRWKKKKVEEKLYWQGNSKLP
# M5 PAM: positive allosteric modulators of human muscarinic M5 receptor; P08912; CHO-K1 hM5, Fluo-8 calcium, ACh EC20 PAM; 0% = ACh EC20, 100% = ACh EC100; activation, % at 3 µM; hit rate 0.3% among 360,000;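 active means activation above the run cutoff, the mean activation of all test compounds plus 3 SD, cut at about 18% in these data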
#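 system = human M5 receptor in CHO-K1 cells | reagent = EC20 acetylcholine as agonist stimulus | compound dosing = single-point, 3 µM nominal | incubation = Fluo-8 loading 80 min at 37 °C plus 30 min room temperature | detection = Fluo-8 calcium dye fluorescence, kinetic read | benchmarks = low control EC20 acetylcholine (0%), high control EC100 acetylcholine (100%)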
# CRFR2-BP antag: CRF-BP/CRF-R2 complex antagonism. HEK293 CRF-R2/CRF-BP, CRF-induced calcium fluorescence. inhibition, % at 11.8 µM. hit rate 0.59% among 350,000. AID 588475;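 active means inhibition of the ligand-induced calcium signal above about 50% at the single tested concentration, limit read from the data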
# CHRM5 antagonist: blocks acetylcholine activation of human M5 receptor | P08912 | hit rate 0.59% among 360,000 | inhibition, % at 3 µM | CHO-hM5 cells, Fluo-8 calcium fluorescence, ACh EC80;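 active means inhibition above a per-plate cutoff, the mean of that plate's test compounds plus 3 SD, cut at about 27% in these data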;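 further: 0% = acetylcholine EC80 with DMSO and 100% = DMSO without agonist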
# Starred values were filed as active, the others as inactive; · = not tested or not shown.
# Results follow in this order: M1 PAM	CHRM5 antagonist	CRFR2-BP antag	CHRM4 agonist	CRFBP-R2 agonist	M4 antag	CHRM4 PAM	M5 PAM	M5 ag
COc1ccc(-c2cc3cc(C(=O)O)ccn3c2C(=O)c2ccccc2)cc1
→ 4	-5	27	2	-5.7	-7	-2	5	-14
Cc1cc(C)nc(SCc2cc(=O)c(OC(=O)c3ccc(Cl)c([N+](=O)[O-])c3)co2)n1
→ 8	0	38	0	-1.0	14	0	1	-1
CCSc1nsc(SCC)c1C(N)=O
→ -2	4	10	0	-0.8	4	3	-3	-4
COC(=O)c1ccccc1OS(=O)(=O)N(C)C
→ 7	4	10	0	-1.1	-5	3	-3	1
CC(C(=O)Nc1ccc(N2CCOCC2)cc1)N1C(=O)NC(C)(C)C1=O (stereo unspecified)
→ 16	2	8	0	-2.2	-8	12	3	1
CN(C)c1ccc(-c2[nH][nH]c(=O)c2NC(=O)c2ccc3ccccc3n2)cc1
→ 5	0	·	3	·	0	-1	2	4
O=c1cc(C(F)(F)F)[nH]c2ccc(OC(F)(F)F)cc12
→ 0	5	69*	14	50	-6	-3	-5	11
CCc1ccc(NC(=O)c2cc(-c3ccc(F)cc3)on2)cc1
→ 10	-4	2	0	2.1	5	-3	7	-1
COc1cc2c(cc1NC(=O)CSc1nc3ccccc3[nH]1)oc1ccccc12
→ 23	-4	-21	2	-0.1	15	-15	-2	4
Cc1cc(C)n(-c2ccc(C(=O)OCC(=O)Nc3ccccc3[N+](=O)[O-])cc2)n1
→ 2	3	4	2	-1.5	0	-10	-6	-2

# Entries of single compounds from above. Order of screens: M1 PAM	CHRM5 antagonist	CRFR2-BP antag	CHRM4 agonist	CRFBP-R2 agonist	M4 antag	CHRM4 PAM	M5 PAM	M5 ag
# COc1cc2c(cc1NC(=O)CSc1nc3ccccc3[nH]1)oc1ccccc12 is listed with 23	-4	-21	2	-0.1	15	-15	-2	4
# COC(=O)c1ccccc1OS(=O)(=O)N(C)C is listed with 7	4	10	0	-1.1	-5	3	-3	1
# CC(C(=O)Nc1ccc(N2CCOCC2)cc1)N1C(=O)NC(C)(C)C1=O (stereo unspecified) is listed with 16	2	8	0	-2.2	-8	12	3	1
# O=c1cc(C(F)(F)F)[nH]c2ccc(OC(F)(F)F)cc12 is listed with 0	5	69*	14	50	-6	-3	-5	11
# CN(C)c1ccc(-c2[nH][nH]c(=O)c2NC(=O)c2ccc3ccccc3n2)cc1 is listed with 5	0	·	3	·	0	-1	2	4

# More records
# Results follow in this order: M1 PAM	CHRM5 antagonist	CRFR2-BP antag	CHRM4 agonist	CRFBP-R2 agonist	M4 antag	CHRM4 PAM	M5 PAM	M5 ag
COCCCNC(=O)CCCN1C(=O)c2cccnc2Sc2ccccc21
→ 14	6	-16	1	-4.6	6	5	-2	-2
Cc1ccc(-c2nnc(SCC(=O)NC3CCS(=O)(=O)C3)nc2-c2ccc(C)cc2)cc1 (stereo unspecified)
→ -1	3	-2	1	-3.2	-13	14	-4	-1
O=C(Nc1ccc(C(=O)N2CCCCC2)cc1)c1ccccc1Cl
→ -9	-2	-1	1	-0.2	6	-5	-5	-2
Oc1ccc(Br)cc1-c1ccnn1-c1ccccc1
→ 11	1	3	0	-0.5	-13	-6	7	-8
CC(C)NC(=O)N(C)C[C@H]1OCc2cnnn2CCCC(=O)N([C@H](C)CO)C[C@H]1C
→ 4	2	-15	0	53*	-21	7	-4	2
CC(C)C[C@H]1CNC(=S)N1C[C@H]1CCCN1C[C@H](Cc1ccccc1)N1C[C@H](CC(C)C)N(CCc2ccccc2)C1=S
→ -4	-8	·	-1	·	-16	4	-1	2
Cn1c(=O)[nH]c(=O)c2c1nc(SCC(=O)O)n2CCCc1ccccc1
→ 3	6	-10	1	-0.4	-6	3	3	-4
CN(C)Cc1ccccc1Sc1ccc(O)cc1O
→ 3	-3	-31	2	1.9	1	3	8	-3
CCC1(C)Cc2ccccc2-c2nc(NCCO)[nH]c(=O)c21 (stereo unspecified)
→ 16	4	1	3	-2.3	-1	0	-3	7
COc1ccc(CCN(CC(=O)NC2CCCC2)C(=O)Cn2nnc(-c3ccc(C)o3)n2)cc1OC
→ 14	-8	-4	2	-3.0	0	-5	-3	0

# Next part, overlapping the part above by 3 compounds.
# Results follow in this order: M1 PAM	CHRM5 antagonist	CRFR2-BP antag	CHRM4 agonist	CRFBP-R2 agonist	M4 antag	CHRM4 PAM	M5 PAM	M5 ag
CN(C)Cc1ccccc1Sc1ccc(O)cc1O
→ 3	-3	-31	2	1.9	1	3	8	-3
CCC1(C)Cc2ccccc2-c2nc(NCCO)[nH]c(=O)c21 (stereo unspecified)
→ 16	4	1	3	-2.3	-1	0	-3	7
COc1ccc(CCN(CC(=O)NC2CCCC2)C(=O)Cn2nnc(-c3ccc(C)o3)n2)cc1OC
→ 14	-8	-4	2	-3.0	0	-5	-3	0
O=C(Nc1ccncc1)OCc1ccccc1
→ 9	-12	-12	4	-1.6	-1	-8	3	-6
COc1ccc(-c2csc(-c3ccc(C(=O)O)cc3)n2)cc1
→ 12	12	18	1	-2.3	-6	16	1	-1
CCOc1cccc(NCc2cc3c(C(C)(C)C)nn(-c4ccccc4)c3[nH]c2=O)c1
→ 4	-11	-66	2	2.6	4	10	11	5
COc1ccccc1N(CC(O)Cn1ccnc1C)S(=O)(=O)c1ccccc1 (stereo unspecified)
→ -6	4	15	1	-2.2	5	-6	-1	-9
COc1ccc(C(=O)NC2CCN(C(=S)Nc3cc(C)cc(C)c3)CC2)cc1
→ 4	8	14	1	0.0	2	3	-7	-3
O=C(Nc1ccc(C(=O)N2CCCC2)cc1)C1CCCCC1
→ 11	-4	-2	0	3.8	-12	7	3	0
COc1ccc(-n2nc3ccccc3n2)cc1
→ 3	-9	1	-1	-0.7	-7	9	2	-2
COC(=O)c1cc(NC(=O)CC2NCCNC2=O)cc(C(=O)OC)c1 (stereo unspecified)
→ 6	-12	2	2	-0.3	-11	24	13	0
CN(CC(=O)Nc1ccccc1Cl)C(=O)COC(=O)c1ccc(Cl)cc1[N+](=O)[O-]
→ 4	14	0	3	-1.9	5	-8	-4	-1
O=C(N/N=C1/CCS(=O)(=O)c2ccc(F)cc21)c1ccccn1
→ 3	2	1	4	-2.0	0	-5	-5	3

# Results follow in this order: M1 PAM	CHRM5 antagonist	CRFR2-BP antag	CHRM4 agonist	CRFBP-R2 agonist	M4 antag	CHRM4 PAM	M5 PAM	M5 ag
O=C(COC(=O)c1ccc(Br)o1)Nc1ccc2c(c1)OCCO2
→ 27*	-3	2	1	-1.1	-10	26*	-1	2
CCOC(=O)CC(NC(=O)Cn1nnc(-c2ccccc2F)n1)c1ccc(OC)cc1 (stereo unspecified)
→ 11	2	-6	6	4.2	-18	8	6	4
CCOC(=O)c1c(NC(=O)C2CCCO2)sc(C)c1C (stereo unspecified)
→ -19	0	3	1	1.4	5	13	1	-16
CC(=O)N1c2ccc(S(=O)(=O)N(C)CC(=O)NC3CCCCC3C)cc2CC1C (stereo unspecified)
→ 0	-5	-12	5	-0.7	-11	-3	-4	-5
Cc1cccc(N(C(=O)c2ccco2)C(C(=O)NC2CCCC2)c2cccnc2)c1C (stereo unspecified)
→ -4	6	1	11	-0.9	1	-4	-5	5
COc1ccc(-c2csc(C3=C(O)CN(C(C)C)C3=N)n2)cc1OC
→ -3	-6	42	-1	-5.1	-22	4	-6	-2
N#C/C(=C\c1cccc([N+](=O)[O-])c1)C(=O)NCc1ccc(Cl)cc1
→ 12	-8	-44	1	10	-10	-11	8	-1
O=c1[nH][nH]c(-c2ccccc2)c1C=Nc1cccc(Cl)c1
→ 5	-9	-9	2	0.8	-6	6	-8	-1
Cc1nc2ccccc2c2oc(C(=O)N3CCC(N4CCCCC4)CC3)cc12
→ 5	-1	-20	1	-0.8	-3	0	-4	-1
Cc1ccc(C(=O)NCCNC(=O)c2cnccn2)cc1
→ 17	12	3	1	-1.5	-12	-2	-3	-2

# Three compounds from above, arranged by the value under CRFBP-R2 agonist, low to high:
Molecule,M1 PAM,CHRM5 antagonist,CRFR2-BP antag,CHRM4 agonist,CRFBP-R2 agonist,M4 antag,CHRM4 PAM,M5 PAM,M5 ag
O=C(COC(=O)c1ccc(Br)o1)Nc1ccc2c(c1)OCCO2,27*,-3,2,1,-1.1,-10,26*,-1,2
Cc1nc2ccccc2c2oc(C(=O)N3CCC(N4CCCCC4)CC3)cc12,5,-1,-20,1,-0.8,-3,0,-4,-1
O=c1[nH][nH]c(-c2ccccc2)c1C=Nc1cccc(Cl)c1,5,-9,-9,2,0.8,-6,6,-8,-1

# The listing continues:
# Results follow in this order: M1 PAM	CHRM5 antagonist	CRFR2-BP antag	CHRM4 agonist	CRFBP-R2 agonist	M4 antag	CHRM4 PAM	M5 PAM	M5 ag
COc1ccc(OC)c(S(=O)(=O)NCC(c2ccc(F)cc2)N2CCN(C)CC2)c1 (stereo unspecified)
→ 2	2	-1	1	-0.4	-6	9	1	-5
Cc1cc(C(F)F)nn1CC(=O)NC1CCCC1
→ 9	-8	-6	2	0.8	-4	4	13	-3
CC(C)(C)OCC1CO1 (stereo unspecified)
→ 9	-1	12	3	-2.0	-7	7	1	1
COC(=O)[C@H](NC(=O)c1cc(-c2ccccc2)nc2ccccc12)c1ccccc1
→ -4	-2	-4	3	0.7	-3	-5	-3	0
CCC(NC(=O)c1cc(COc2cncc(Cl)c2)on1)c1ccc(C)cc1 (stereo unspecified)
→ 8	-1	-55	12	16	-9	3	4	3
C=CCC(NCc1ccccc1)c1ccc(OC)cc1 (stereo unspecified)
→ -13	9	-22	0	-1.1	-1	0	-10	-3
CC(C)(C)c1cc(NC(=O)C2(C)CCN2C(=O)c2ccccc2CCc2ccccc2)no1 (stereo unspecified)
→ -4	4	·	0	·	-8	1	-5	2
CCc1nc2ccc(C(=O)Nc3ccc4c(c3)OCO4)cc2nc1CC
→ -4	-2	-4	0	-2.8	-17	9	3	-2
O=C(CCCSc1ccc(Cl)cc1)Nc1cc(S(=O)(=O)N2CCOCC2)ccc1O
→ -8	16	-3	11	-1.7	11	-6	-17	6
O=C(CCC1CCCCC1)Nc1c[nH]c(=O)[nH]c1=O
→ 5	-6	5	0	-0.7	-3	3	-2	-6

# Results follow in this order: M1 PAM	CHRM5 antagonist	CRFR2-BP antag	CHRM4 agonist	CRFBP-R2 agonist	M4 antag	CHRM4 PAM	M5 PAM	M5 ag
OCCC1CN(Cc2ccsc2)CCN1C1CCCC1 (stereo unspecified)
→ -2	0	2	1	0.2	-16	-9	1	-10
Fc1ccccc1NC(=S)N1CCOCC1
→ 0	1	-7	1	3.4	-16	1	-2	-2
Cc1ccc(SCC(=O)c2c(C)[nH]c3ccccc23)cc1
→ -2	-3	11	0	0.2	-1	1	1	-2
CC(OC(=O)/C=C/c1ccc(Br)cc1)C(=O)N1CCOCC1 (stereo unspecified)
→ 5	3	10	3	1.5	-2	3	-4	5
CCCCN1C(=O)C(CC(=O)NCCc2ccccn2)CC(C(=O)N(C)C)=C1C (stereo unspecified)
→ 1	-6	3	1	-0.6	-22	11	2	0
COc1ccc(N(CC(=O)NC2CCCC2)C(=O)CCC(=O)Nc2cc(C)on2)cc1OC
→ 4	7	-5	1	1.4	-3	8	3	-2
Cc1c(CNC(=O)C2CCC(=O)N(CCc3ccccc3)C2)cnn1C (stereo unspecified)
→ 17	12	-8	0	1.1	-3	21*	2	-3
C/C(=N/NC(=O)CNC(=O)c1ccccn1)c1ccc([N+](=O)[O-])cc1
→ -8	-12	9	4	2.3	-6	-2	-5	3
